# Screening data deposited in PubChem by National Center for Advancing Translational Sciences (NCATS).
# HepG2 tox – counter-screen for TGF-b inhibitors: cytotoxicity in HepG2 cells | HepG2 CAGA-GFP viability, ATP luminescence, 18 h | Potency, µM (highest dose often 46.1 µM), for the others: at the highest dose activity change, negative = cytotoxicity, hits mostly cytotoxic | 410,000 tested, 0.76% active; note: potency is the fitted concentration of half-maximal effect; some results filed as inactive show a strong effect at the top dose
#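 HepG2 CAGA-GFP cells (1000/well, DMEM with 1% FBS) received compound, then TGF-beta at 500 pg/mL final, and were incubated 18 hours at 37 degrees C. Viability was read by CellTiter-Glo luminescence. Media-only wells were set as complete cell-killing and DMSO as no toxicity.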
# MCF10A rerep – DNA re-replication induction in MCF 10a cells; MCF 10A DNA re-replication, Hoechst nuclear intensity, 48 h; Potency, µM (doses to about 46.1 µM), for the others: at the highest dose activity, positive = re-replication, hits mostly activators; 350,000 tested, 2.9% active; note: potency is the fitted concentration of half-maximal effect; % of control where 0% means no effect; nearly all actives have a fitted effect of over 50% in size
# ATXN2 expr inh – reduces ATXN2 reporter expression in HEK-293 cells; HEK-293 ATXN2-luciferase reporter, luminescence, 24 h; 360,000 tested, 0.72% active; AID 1745845; Potency, µM (doses to about 57 µM), for inactives: top-dose activity change, negative = inhibition, usual class: inhibitors; note: potency is the fitted concentration of half-maximal effect; % is set by controls: 0 for no effect and ±100 for the full control effect; nearly all actives have a fitted effect of over 55% in size
#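 ATXN2-luciferase reporter cells (luciferase flanked by upstream and downstream ATXN2 gene portions) were treated 24 h at 37 °C with compounds at up to 57 uM. SteadyGlo luminescence gave expression; GF-AFC fluorescence gave viability.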
# ATXN viability – cell viability loss in ATXN counter-screen; S2 cells (HEK-293 line with an ATXN2-luciferase reporter) viability, CellTiter-Fluor protease fluorescence, 24 h; Potency, µM (doses to about 56.7 µM), hits mostly cytotoxic; 400,000 tested, 0.49% active; AID 651635; note: potency is the fitted concentration of half-maximal effect; nearly all actives have a fitted effect of over 40% in size
# IL-1B inflam inh – inhibitors of inflammasome signaling (IL-1 beta secretion); THP-1 LPS/ATP IL-1B secretion, AlphaLISA, 16 h; hits give low values; activity change, % at 57.5 µM; 360,000 tested, 4.7% active; in the data active = activity change below about -50%; inconclusive = mostly about -30% to -49%; note: % is set by controls: 0 for no effect and ±100 for the full control effect
#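 THP-1 cells pretreated 1 hr with compounds (up to 57.5 uM final), then stimulated with LPS (250 ng/mL final) plus ATP (1.25 mM final); secreted IL-1B measured by AlphaLISA after 16 hr, decreased signal indicating inhibition.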
# KB-3-1 cytotox – KB-3-1 parental cell cytotoxicity; AID 1347075; 400,000 tested, 1.4% active; KB-3-1 viability, CellTiter-Glo ATP luminescence, 72 h; Potency, µM (top dose mostly 46.1 µM), for the others: at the top dose activity change, negative = cytotoxic, hits mostly cytotoxic; note: potency is the fitted concentration of half-maximal effect; % is set by controls: 0 for no effect and ±100 for the full control effect; nearly all actives have a fitted effect of over 60% in size
#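 KB-3-1 cells, DMEM (no phenol red) + 10% FBS; compound by pin transfer, 72 h, 37 °C. Readout: CellTiter-Glo luminescence after 10 min. Data normalized, curve-fitted.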
# HT1080NT lethal – kills 2HG-producing HT-1080-NT fibrosarcoma cells; AID 686970; Potency, µM (highest dose often 46.1 µM), without a hit: at the highest dose activity, negative = less viability, hits mostly cytotoxic; 360,000 tested, 1.6% active; HT-1080-NT fibrosarcoma viability, CellTiter-Glo ATP luminescence, 48 h;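 note: NT is the 2HG producing partner of a matched IDH1 knockdown line; potency is the fitted concentration of half-maximal effect; 0% = DMSO-treated cells and -100% = media-only wells without cells; nearly all actives have a fitted effect of over 55% in size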
#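 Read-out is CellTiter-Glo luminescence after 10 minutes at room temperature, following 48 hours' compound treatment of HT-1080-NT cells (750 cells/well, RPMI, 5% FBS, 37 degrees C).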
# SW480 rereplic – inducers of DNA re-replication in SW480 colon cancer cells | SW480 DNA re-replication, Hoechst DNA content imaging, 48 h | Potency, µM (series often up to 46.1 µM), for inactives: top-dose re-replication activation, most hits filed as activators | 340,000 tested, 1.8% active | AID 624297; note: potency is the fitted concentration of half-maximal effect; % of control where 0% means no effect; nearly all actives have a fitted effect of over 55% in size
#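 Cells (250 per well) received 23 nL compound or DMSO by pin tool and were kept 48 hr at 37 C, 5% CO2. Nuclei were then stained with Hoechst for 40 min and scanned for DNA content.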
# HT1080 IDH1KD tx – toxicity to HT-1080 IDH1 knockdown cells (counter line); 360,000 tested, 2% active; HT-1080 IDH1 knockdown viability, ATP luminescence, 48 h; Potency, µM (titrated, usually from 46.1 µM), for inactives: at the top dose activity, negative = toxicity, hits mostly cytotoxic;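 note: potency is the fitted concentration of half-maximal effect; 0% = DMSO wells and -100% = cell-free medium wells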
#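 CellTiter-Glo luminescence after 48 h compound exposure at 37 degrees C of IDH1-knockdown HT-1080 cells in 5% FBS RPMI. %Activity scaled between DMSO wells and cell-free media wells, with curves fitted and assigned curve classes.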
# * marks the source's active call; other numbers are inactive results; i = inactive; ? = inconclusive; / = not tested or not shown; [ ] = remark or other dose. Unless noted, calls come from the whole dose curve; as a rule, active = well fitted curve in the direction sought with a large enough effect; inconclusive = small, poorly fitted or top-dose-only effect, or another doubt; inactive = no such curve, though single readings can be large; an effect the other way counts as inactive or inconclusive.
1	O=C1OCCC1Sc1nnc(-c2ccc3c(c2)OCO3)n1-c1ccccc1 (stereo not given)
2	N=C1/C(=C/c2ccco2)C(=O)N=C2SC(CC(=O)N3CCCC3)=NN12
3	Cc1n[nH]c(C)c1S(=O)(=O)N(C)Cc1ccco1
4	CCC(C)NC(=O)CSc1nnc(-c2ccc(C)cc2)c(-c2ccc(C)cc2)n1 (stereo not given)
5	COc1ccc(OC)c(/C(O)=C/C(=O)C(=O)Nc2cc(C)ccc2OC)c1
6	Cc1ccc(O)c(N=Cc2ccc(C)s2)c1

compound no.	1	2	3	4	5	6
HepG2 tox	-1%	11%	-12%	2%	-3%	-7%
MCF10A rerep	-4%	-1%	-10%	/	2%	20%
ATXN2 expr inh	3%	-9%	/	0%	-2%	3%
ATXN viability	i	i	?	i	i	i
IL-1B inflam inh	24	-9	8	/	7	3
KB-3-1 cytotox	-6%	6%	1%	-14%	-27%	2%
HT1080NT lethal	7%	5%	1%	/	16%	-7%
SW480 rereplic	-3%[9.22 µM]	-14%	0%	/	3%	14%
HT1080 IDH1KD tx	-1%	-1%	0%	/	16%	-6%

# Reprinted from the part before: four entries; new compounds follow.
3	Cc1n[nH]c(C)c1S(=O)(=O)N(C)Cc1ccco1
4	CCC(C)NC(=O)CSc1nnc(-c2ccc(C)cc2)c(-c2ccc(C)cc2)n1 (stereo not given)
5	COc1ccc(OC)c(/C(O)=C/C(=O)C(=O)Nc2cc(C)ccc2OC)c1
6	Cc1ccc(O)c(N=Cc2ccc(C)s2)c1
7	CNC(=S)NNC(=O)c1sc(-c2cc(C)on2)nc1C
8	Cc1cccc(N2CCN(S(=O)(=O)c3ccc(-c4coc(C)n4)cc3)CC2C)c1 (stereo not given)
9	CC(C)c1ccc(NC(=S)Nc2ccc3cn[nH]c3c2)cc1
10	c1ccc(CCNc2ncnc3c2nnn3Cc2ccccc2)cc1
11	COC(=O)c1ccc([C@H]2Nc3ccc(S(=O)(=O)Nc4ccc(F)cc4)cc3[C@H]3C=CC[C@H]32)cc1
12	CCC(=O)N1c2ccccc2CC1C(=O)NCc1ccc(N(C)C)cc1 (stereo not given)

compound no.	3	4	5	6	7	8	9	10	11	12
HepG2 tox	-12%	2%	-3%	-7%	2%	2%	0%	-16%	-16%	0%
MCF10A rerep	-10%	/	2%	20%	-2%	-12%	1%	?	/	/
ATXN2 expr inh	/	0%	-2%	3%	-20%	0%	44%[activator]	?	1%	8%
ATXN viability	?	i	i	i	i	?	i	i	i	i
IL-1B inflam inh	8	/	7	3	45	0	-16	-4	/	/
KB-3-1 cytotox	1%	-14%	-27%	2%	?	3%	0%	-7%	1%	4%
HT1080NT lethal	1%	/	16%	-7%	4%	6%	-2%	9%	/	/
SW480 rereplic	0%	/	3%	14%	-2%	-2%	-11%	-6%	/	/
HT1080 IDH1KD tx	0%	/	16%	-6%	-21%	2%	0%	11%	/	/

13	O=C(Nc1ccc(NC(=O)C2CCCCC2)nc1)c1cccs1
14	Cc1nc2ccccc2n1S(=O)(=O)N(C)C
15	COc1ccc(NC(=O)COC(=O)CN2C(=O)NC(C)(C)C2=O)cc1
16	Cc1onc(-c2ccccc2)c1C(=O)NCc1cccc(Cl)c1
17	COc1cc(/C=C/C(=O)OCC(=O)Nc2cc(S(=O)(=O)N3CCOCC3)ccc2Cl)cc(OC)c1OC
18	CCOC(=O)n1ccc(C(=O)Nc2ccccc2F)n1

compound no.	13	14	15	16	17	18
HepG2 tox	-11%	-2%	-7%	-5%	-16%	-20%
MCF10A rerep	-2%	-11%	-1%	1%	24%	4%
ATXN2 expr inh	1%	-1%	-18%	-2%	18%	15%
ATXN viability	i	i	i	i	i	i
IL-1B inflam inh	-23	33	28	-2	-26	-13
KB-3-1 cytotox	0%	12%	-15%	-7%	15%	2%
HT1080NT lethal	-6%	1%	-1%	-10%	-10%	15%
SW480 rereplic	-1%	0%	-11%	-17%	12%	-16%
HT1080 IDH1KD tx	-2%	2%	-12%	-6%	-12%	9%

19	CCn1c(C(=O)N2CCC(C(=O)N3CCN(c4ccccn4)CC3)CC2)cc2sccc21
20	O=C(CN(C(=O)c1csnn1)c1cccc(C(F)(F)F)c1)NC1CCCC1
21	COc1ccc(-c2oc(=O)c3cc(OC)c(OC)cc3c2C(F)(F)F)cc1
22	CCCN1CCN(C(=O)c2ccc(CS(=O)c3ccc(Br)cc3)o2)CC1 (stereo not given)
23	CCOc1ccccc1/C=C(\NC(=O)c1ccccc1)C(=O)NCCC(=O)O
24	COc1cccc(C2c3c(oc4ccc(F)cc4c3=O)C(=O)N2CCCN2CCOCC2)c1 (stereo not given)

compound no.	19	20	21	22	23	24
HepG2 tox	-18%	-25%	2%	-3%	25%	-2%
MCF10A rerep	9%	-1%	33%	/	2%	1%
ATXN2 expr inh	-18%	-7%	3%	/	5%	6%
ATXN viability	i	i	i	i	i	i
IL-1B inflam inh	-25	-19	7	6	3	-20
KB-3-1 cytotox	5%	-3%	5%	-1%	-6%	0%
HT1080NT lethal	17%	0%	7%	1%	-2%	8%
SW480 rereplic	-2%	-6%	4%[9.22 µM]	/	?	-4%
HT1080 IDH1KD tx	-1%	7%	18%	2%	1%	16%

# Some of these compounds in order of number of heavy atoms, descending:
24	COc1cccc(C2c3c(oc4ccc(F)cc4c3=O)C(=O)N2CCCN2CCOCC2)c1 (stereo not given)
19	CCn1c(C(=O)N2CCC(C(=O)N3CCN(c4ccccn4)CC3)CC2)cc2sccc21
21	COc1ccc(-c2oc(=O)c3cc(OC)c(OC)cc3c2C(F)(F)F)cc1
22	CCCN1CCN(C(=O)c2ccc(CS(=O)c3ccc(Br)cc3)o2)CC1 (stereo not given)
16	Cc1onc(-c2ccccc2)c1C(=O)NCc1cccc(Cl)c1
18	CCOC(=O)n1ccc(C(=O)Nc2ccccc2F)n1

compound no.	24	19	21	22	16	18
HepG2 tox	-2%	-18%	2%	-3%	-5%	-20%
MCF10A rerep	1%	9%	33%	/	1%	4%
ATXN2 expr inh	6%	-18%	3%	/	-2%	15%
ATXN viability	i	i	i	i	i	i
IL-1B inflam inh	-20	-25	7	6	-2	-13
KB-3-1 cytotox	0%	5%	5%	-1%	-7%	2%
HT1080NT lethal	8%	17%	7%	1%	-10%	15%
SW480 rereplic	-4%	-2%	4%[9.22 µM]	/	-17%	-16%
HT1080 IDH1KD tx	16%	-1%	18%	2%	-6%	9%

# Carrying on.
25	CCn1c(=O)cc(SCC(=O)NCc2ccc(F)cc2Cl)c2ccccc21
26	COc1cccc(/C=N/n2c(COc3ccccc3)n[nH]c2=S)c1O
27	CCN(CC(=O)NCc1cccs1)C(=O)Cc1ccc(C)c(C)c1
28	O=C(Nc1ccc2c(c1)OCO2)c1cc(C2CCCCN2C(=O)c2ccc3c(c2)CCO3)on1 (stereo not given)

compound no.	25	26	27	28
HepG2 tox	-29%	-11%	-35%	-4%
MCF10A rerep	/	?	3%	/
ATXN2 expr inh	13%	13%	11%	-14%
ATXN viability	i	i	i	i
IL-1B inflam inh	/	23	18	-13
KB-3-1 cytotox	-7%	4%	9%	?
HT1080NT lethal	/	9%	-2%	-17%
SW480 rereplic	/	-22%	7%	/
HT1080 IDH1KD tx	/	15%	3%	-9%
